TRPC4 inh: inhibitors of mouse TRPC4 channel | B-score at 10 µM | HEK293 TRPC4beta/mu-opioid, DAMGO-evoked Fluo4 calcium flux; active compounds read low | AID 2247 | Q9QUQ5 | 300,000 tested, 0.39% active;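 active = B-score over 3 SD under the library average, no early fluorescence shift, positive overall ratio signal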
Target sequence (Q9QUQ5 whole entry, looked up): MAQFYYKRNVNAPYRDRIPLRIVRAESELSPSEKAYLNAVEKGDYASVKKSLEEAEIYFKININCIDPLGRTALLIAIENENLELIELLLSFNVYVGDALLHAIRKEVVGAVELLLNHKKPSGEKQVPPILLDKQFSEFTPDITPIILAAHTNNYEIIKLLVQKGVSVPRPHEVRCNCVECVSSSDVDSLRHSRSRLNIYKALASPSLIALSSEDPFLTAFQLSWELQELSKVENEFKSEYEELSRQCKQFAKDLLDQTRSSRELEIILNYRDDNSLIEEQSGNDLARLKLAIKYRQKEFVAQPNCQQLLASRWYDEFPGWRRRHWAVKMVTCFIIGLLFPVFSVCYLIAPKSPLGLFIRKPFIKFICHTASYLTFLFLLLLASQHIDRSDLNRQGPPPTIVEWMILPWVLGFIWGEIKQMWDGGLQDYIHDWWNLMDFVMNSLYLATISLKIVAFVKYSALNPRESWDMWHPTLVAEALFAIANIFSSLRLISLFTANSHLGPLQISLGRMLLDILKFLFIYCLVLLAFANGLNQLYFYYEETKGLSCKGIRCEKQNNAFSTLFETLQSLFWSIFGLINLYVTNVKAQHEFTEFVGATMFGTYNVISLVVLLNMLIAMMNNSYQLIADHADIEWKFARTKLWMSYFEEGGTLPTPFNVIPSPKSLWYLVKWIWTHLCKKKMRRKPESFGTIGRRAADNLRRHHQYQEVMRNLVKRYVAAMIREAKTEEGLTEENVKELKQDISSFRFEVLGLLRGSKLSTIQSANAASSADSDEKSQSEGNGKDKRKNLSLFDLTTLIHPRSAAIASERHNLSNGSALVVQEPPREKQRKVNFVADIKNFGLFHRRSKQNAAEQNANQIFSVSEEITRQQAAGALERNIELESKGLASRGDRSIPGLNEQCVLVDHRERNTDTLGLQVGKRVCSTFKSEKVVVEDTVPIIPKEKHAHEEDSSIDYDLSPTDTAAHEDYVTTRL
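Signal: kinetic Fluo4 fluorescence imaging of calcium influx. Material: stable TRPC4beta/mu-opioid receptor HEK293 cells. Probe or stimulus: DAMGO in two steps, submaximal then maximal.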
TRPC4 PAM: allosterically enhances the mouse TRPC4 cation channel; Q9QUQ5; HEK293 TRPC4beta/mu-opioid, DAMGO EC20, Fluo-4 Ca2+ flux; active compounds read high; B-score at 10 µM; 310,000 tested, 0.42% active;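 active = B-score of calcium response area above 5 SD of library B-scores, with initial fluorescence ratio within 5 SD of library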;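 also: B-score of integrated fluorescence ratio over time as area under calcium response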
MrgX1 agonist: agonists of human MrgX1 receptor; Q96LB2; MrgX1-HEK293 cells, Fluo-4 calcium fluorescence, agonist mode; active compounds read high; B-score at 10 µM; 310,000 tested, 0.44% active;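 active = calcium response B-score plate-corrected fluorescence ratio at least 3 library SD, with starting fluorescence B-score inside 5 SD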
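times = overnight plating, then 30 min 37 °C plus 30 min room-temperature dye loading | assay system = stable human MrgX1 HEK293 cell line | input = fifteen thousand cells per well | signal = kinetic calcium dye fluorescence, Fluo-4 NW | dosing = compound delivered in addition one of three | read-out = B-scored fluorescence response ratio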
HIF activator: HIF pathway transcriptional activation | 300,000 tested, 0.32% active | U2OS HRE-luciferase reporter, luminescence; normalized: DMSO 0%, desferrioxamine 100% | activation, % at 7.5 µM (by protocol);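 active = mean activation of at least 10% of the iron chelator positive control signal, with at least half of replicates also reaching 10%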
AI-2 QS modul: Vibrio harveyi AI-2 quorum sensing modulation; Vibrio harveyi JMH597 AI-2 luminescence/OD600 ratio, 9 h; active compounds read low; strain lacks LuxN and CqsS sensors; 0 = neutral-control median; activity change, % at 7.5 µM; 300,000 tested, 0.4% active; AID 2094; in the data active = activity change below about -75%, passing the limit was not always enough;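 also: luminescence divided by OD600 gain over 9 h not by final OD600 alone; inactives centre near 13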
TRPC4 act: TRPC4 (mouse) channel activation. 310,000 tested, 0.49% active. Q9QUQ5. AID 2237. HEK293 TRPC4beta/mu-opioid, Fluo4 calcium fluorescence; active compounds read high. B-score at 10 µM;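 active = B-score above 5 SD of library B-scores, and initial fluorescence ratio not above library mean plus 5 SD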;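 also: positive B-score marks a calcium rise read as TRPC4 activation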
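Material: TRPC4beta and mu-opioid receptor HEK293 stable cells | Incubation: 45 min room-temperature Fluo4 loading, 110 s read | Detection: Kinetic Fluo4 calcium fluorescence | Measure: Integrated baseline-normalised fluorescence ratio, converted to per-well B score | Benchmarks: Low control buffer alone, high control maximal DAMGO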
TRPC6 act: mouse TRPC6 channel activation; Q61143; HEK293-TRPC6 membrane potential dye fluorescence; active compounds read high; B-score at 10 µM; 310,000 tested, 0.13% active; AID 2550;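 active = B-score of the integrated fluorescence ratio above library mean plus 3 SD, and starting fluorescence ratio within library mean plus 5 SD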;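 also: higher score means more depolarization so channel activation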
PolyA inhibitor: yeast polyadenylation inhibition | S. cerevisiae SKY197-pL101 polyadenylation reporter, beta-gal luminescence; efflux-impaired pdr1/pdr3 knockout yeast; score 100 = 6 SD above DMSO | AID 1875 | calls only at 12 µM | 300,000 tested, 0.02% active;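 active = lowest replicate activity score at least 50, where 100 means six control SD above control mean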;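 also: yeast exposed to compound for 9 h at 30 °C; higher score means more reporter readthrough which indicates perturbed polyadenylation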
MrgX1 PAM: allosterically activates human MrgX1 receptor signaling | Q96LB2 | MrgX1-HEK293, Fluo-4 calcium flux, FDSS; active compounds read high | B-score at 10 µM | 310,000 tested, 0.63% active | AID 588675;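 active = plate-corrected calcium response at least 3 library SD above typical, normal starting fluorescence, not activating the receptor alone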;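 also: compound read alongside a low EC10 to EC30 dose of BAM8-22 agonist; peak minus trough fluorescence over baseline measured at the second addition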
TRPC6 inhibitor: mouse TRPC6 channel inhibition; Q61143; HEK293-TRPC6, membrane potential dye, ACh-evoked depolarization; active compounds read low; B-score at 10 µM; 310,000 tested, 1.1% active;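 active = B-score under library mean minus 3 SD, initial fluorescence not abnormally high, positive integrated signal ratio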;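 also: B-score derived from integrated fluorescence ratio over the kinetic read; more negative B-score means stronger inhibition of depolarization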
MrgX1 antag: blocks BAM8-22 activation of human MrgX1 receptor; Q96LB2; 310,000 tested, 1.3% active; MRGX1-HEK293 calcium flux, Fluo-4, BAM8-22 antagonism; active compounds read low; B-score at 10 µM;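 active = calcium-response B-score plate-corrected more than 3 library SD below zero, starting fluorescence within 5 deviations, no agonist response on first addition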;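 also: peak minus trough fluorescence over baseline after final BAM8-22 challenge near maximal dose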
Starred values were filed as active, the others as inactive; i = inactive; / = not tested or not shown. Not all compounds are listed, so the mix of outcomes need not match the whole.

no.	Structure	MrgX1 agonist	AI-2 QS modul	TRPC6 inhibitor	MrgX1 antag	TRPC4 PAM	TRPC4 act	TRPC4 inh	PolyA inhibitor	MrgX1 PAM	HIF activator	TRPC6 act
1	COc1cc([N+](=O)[O-])ccc1NC(=O)CSc1nccn1C	i	/	i	i	i	i	i	i	i	0.3	i
2	CCOC(=O)NC(Nc1ccc(S(N)(=O)=O)cc1)(C(=O)OCC)C(F)(F)F (configuration not stated)	i	17	i	i	i	i	i	i	i	0.1	i
3	O=C(NCCc1ccc(Cl)cc1)C1CCN(S(=O)(=O)c2ccc(Br)s2)CC1	i	8	i	i	i	i	i	i	i	-1.1	i
4	Cc1csc(N(C(=O)CCNC(=O)c2ccc([N+](=O)[O-])cc2)c2ccccc2)n1	i	10	i	i	i	i	i	i	i	-0.3	i
5	COCCCNC(=O)/C(C#N)=C/c1cccc(NC(=O)c2ccccc2Cl)c1	i	13	i	i	i	i	i	i	i	1.0	i
6	CC(C)(C)C1CCC(=O)N(CCC#N)CC1 (configuration not stated)	i	21	i	i	i	i	i	i	i	-2.3	i
7	Cc1nn(-c2ccccc2)c(C)c1/C=N/NC(=O)c1cc(C23CC4CC(CC(C4)C2)C3)[nH]n1	i	23	i	i	i	i	i	i	i	0.1	i
8	O=C(c1ccc(OC2CCN(CCc3ccccc3)CC2)cc1)N1CCCC1	i	2	i	i	i	i	i	i	i	-0.3	i
9	N#Cc1ccccc1OCC(=O)N(C1CCCCC1)C1CCS(=O)(=O)C1 (configuration not stated)	i	40	i	i	i	i	i	i	i	-1.2	i
10	O=C(CN1CCCCCC1)Nc1ccc(F)c(F)c1	i	3	i	i	i	i	i	i	i	-0.2	i
11	C=CCNC(=O)c1onc(CSc2ccccc2)c1C(=O)NCC=C	i	6	i	i	i	i	i	i	i	-0.2	i
12	Cc1nc(N)sc1-c1csc(Nc2cccc(C(=O)O)c2)n1	i	16	i	i	i	i	i	i	i	-0.7	i
13	COc1ccc(S(N)(=O)=O)cc1C(=O)NC1CCCc2ccccc21 (configuration not stated)	i	/	i	i	i	i	i	i	i	0.2	i
14	CCOC(=O)CCSc1nc(N2CCOCC2)c2c(c1C#N)CC(C)(C)OC2	i	17	i	i	i	i	i	i	i	-1.6	i
15	CC(C)C(C)(C#N)NC(=O)CSc1nnc(-c2ccncc2)n1Cc1ccccc1 (configuration not stated)	i	33	i	i	i	i	i	/	i	0.1	i
16	CCCCn1c(=N)n(CC(=O)c2ccc(Br)s2)c2ccccc21	i	19	i	i	i	i	i	i	i	-2.8	i
17	COc1ccc(/C=N/n2cnc3c([nH]c4ccc(C)cc43)c2=O)cc1CN1CCCC1	i	7	i	i	i	i	i	i	i	1.2	i
18	COc1cc(/C=C/c2nc3ccc([N+](=O)[O-])cc3s2)ccc1OCC(=O)O	i	9	-6.7*	i	i	i	i	i	i	-0.1	i
19	O=C(NCc1ccccc1)C(=O)NCC1OCCN1C(=O)c1cccs1 (configuration not stated)	i	13	i	i	i	i	i	i	i	0.3	i
20	COc1ccccc1CC(=O)N(Cc1ccccc1)c1ccc(C)cc1	i	41	i	i	i	i	i	i	i	0.6	i
21	CCC1CN(C(=O)N2CCC(C(=O)Nc3ccccc3F)CC2)c2ccccc2O1 (configuration not stated)	i	5	i	i	i	i	i	i	i	0.2	i
22	CCN1C(=O)N(C(C)=O)C2C1N(C(C)=O)C(=O)N2C(C)=O (configuration not stated)	i	-4	i	i	i	i	i	i	i	-0.5	i
23	Cc1c(CCC(=O)NCCCCCC(=O)O)c(=O)oc2cc3occ(-c4ccccc4)c3cc12	i	63	i	i	i	i	i	i	i	-32	i
24	CCOc1ccc2nc(SCC(=O)N3CCCc4ccccc43)sc2c1	i	37	i	i	i	i	i	i	i	-0.1	i
25	COc1ccc(-c2noc(CN(C)S(=O)(=O)c3ccccc3)n2)cc1OC	i	21	i	i	i	i	i	i	i	-0.3	i
26	C[N+]1(CC(=O)OC2CCCCCCCCCCC2)CCCC1	i	13	i	i	i	i	i	i	i	-0.3	i
27	Nc1cc(=O)[nH]c(=O)n1-c1ccc(Cl)cc1	i	-7	i	i	i	i	i	i	i	0.1	i
28	COc1ccccc1/C=C(/C(=O)OCC(=O)NCc1ccccc1)c1ccccc1	i	15	i	-5.5*	i	i	i	i	i	-0.2	i
29	Cc1c(C(=O)Nc2ccc(Oc3ccccc3)cc2)sc2nc3n(c(=O)c12)CCC3	i	8	i	i	i	i	i	i	i	0.1	i
30	O=C(Nc1ccccn1)C(F)(F)C(F)(F)C(F)(F)C(F)(F)C(=O)Nc1ccccn1	i	35	i	i	i	i	i	i	i	-0.1	i
31	CN(C)S(=O)(=O)c1cc(C(=O)NCCCn2ccc3ccccc32)ccc1Cl	i	23	i	i	i	i	i	i	i	-0.9	i
32	COc1ccc(CCNC(=O)CSCC(=O)Nc2ccccc2)cc1OC	i	33	i	i	i	i	i	i	i	0.5	i
33	COc1ccc(N2C(=O)CC(Sc3ncn[nH]3)C2=O)c(OC)c1 (configuration not stated)	i	31	i	i	i	i	i	i	i	-0.5	i
34	Cc1[nH]c2ccccc2c1C(=O)C(C)OC(=O)c1ccccc1NCCO (configuration not stated)	i	37	i	i	i	i	i	i	i	0.6	i
35	CSc1ccc(C#N)cc1NC(=O)c1ccc(Cl)cc1	i	-3	i	i	i	i	i	i	i	-0.7	i
36	O=C(Cc1ccccc1[N+](=O)[O-])NCCCN1CCOCC1	i	22	i	i	i	i	i	i	i	-0.3	i
37	Cc1cccc(NS(=O)(=O)c2ccc(C(=O)NCC(c3ccco3)N(C)C)cc2)c1C (configuration not stated)	i	4	i	i	i	i	i	i	i	0.4	i
38	O=C(Nc1ccccn1)c1ccc(Cl)c(S(=O)(=O)N2CCCC2)c1	i	21	i	i	i	i	i	i	i	1.4	i
39	Oc1c(Cl)cc(Cl)cc1C=Nc1ccccc1N1CCCC1	i	7	i	i	i	i	i	i	i	-0.3	i
40	C/C(=N\NC(=O)c1ccc(Br)cc1)c1cccnc1	i	19	i	i	i	i	i	i	i	-0.6	i
41	CCOc1ccc2c(c1)C(c1ccc(C)o1)=NNC(c1ccncc1)=N2	i	9	i	i	i	i	i	i	i	0.2	i
42	Nc1ccccc1N1CCOCC1	i	11	i	i	i	i	i	/	i	0.9	i
43	NC(=O)COC(=O)CNC(=O)c1cc(Cl)cc([N+](=O)[O-])c1	i	20	i	i	i	i	i	i	i	-0.5	i
44	COc1ccc(NC(=O)CCNS(=O)(=O)c2cc(Br)ccc2Br)cc1S(N)(=O)=O	i	37	i	i	i	i	i	i	i	-1.0	i
45	O=C(CS(=O)CC(=O)N(c1cccc(F)c1)C(C(=O)NC1CCCCC1)c1ccco1)Nc1ccc(F)cc1 (configuration not stated)	i	-4	i	i	i	i	i	i	i	-0.1	i
46	Cc1ccc(C)c(NC(=O)CN(C)C(=O)c2cc([N+](=O)[O-])ccc2N2CCOCC2)c1	i	16	i	i	i	i	i	i	i	0.4	i
47	O=S(=O)(c1cccs1)N1CCN(Cc2nc3ccccc3s2)CC1	i	3	i	i	i	i	i	i	i	1.9	i
48	O=C(Nc1ccc2oc(-c3ccccc3)nc2c1)c1cccnc1	i	40	i	i	i	i	i	i	i	2.8	i
49	COc1cc(NC(=S)NCc2ccco2)cc(OC)c1OC	i	13	i	i	i	i	i	i	i	-0.1	i
50	Nc1ncnc2nc(SCCC(=O)O)[nH]c12	i	-5	i	i	i	i	i	i	i	-0.5	i

(cont.)
no.	Structure	MrgX1 agonist	AI-2 QS modul	TRPC6 inhibitor	MrgX1 antag	TRPC4 PAM	TRPC4 act	TRPC4 inh	PolyA inhibitor	MrgX1 PAM	HIF activator	TRPC6 act
51	CN(CCCC1CCCC1)C(=O)CC1C(=O)NCCN1Cc1ccc(F)cc1 (configuration not stated)	i	24	i	i	i	i	i	i	i	-0.5	i
52	CC1(C)Oc2ccc(C(=O)N/N=C/c3ccc(O)cc3)cc2NC1=O	i	23	i	i	i	i	i	i	i	-1.1	i
53	O=C(Nc1cccnc1)c1c(F)c(F)c(F)c(F)c1F	i	10	i	i	i	i	i	i	i	0.1	i
54	CCCCC(=O)NC(=S)NNS(=O)(=O)c1ccccc1	i	23	i	i	i	i	i	i	i	-0.1	i
55	COc1cccc(-c2nnc(NC(=O)c3ccco3)s2)c1	i	1	i	i	i	i	i	i	i	/	i
56	N#Cc1c(-c2ccccc2)c(-c2ccccc2)nn(CC(=O)NNC(=O)Nc2ccc(Cl)cc2)c1=O	i	14	i	i	i	i	i	i	i	0.0	i
57	CCCOc1ccc(/C=C/C(=O)OCC(=O)N(C)c2c(N)n(Cc3ccccc3)c(=O)[nH]c2=O)cc1OCC	i	/	i	i	i	i	i	i	i	0.3	i
58	Cn1cccc1C(=O)NC(=O)COC(=O)c1ccccc1O	i	29	i	i	i	i	i	i	i	3.9	i
59	C=CC(=O)NC(C)(C)CCN1CCOCC1	i	17	i	i	i	i	i	i	i	0.0	i
60	CCc1noc(C)c1C(=O)Nc1cc(C(F)(F)F)ccc1-n1cncn1	i	-9	i	i	i	i	i	i	i	-0.5	i
61	OC[C@@H](O)[C@@H](O)[C@H](O)[C@H](O)CO	i	18	i	i	i	i	i	i	i	0.1	i
62	COc1ccnc(N2CCN(c3ccccc3)CC2)c1C#N	i	18	i	i	i	i	i	i	i	0.1	i
63	N#Cc1cccc(C(=O)Nc2cccc(S(=O)(=O)N3CCCC3)c2)c1	i	20	i	i	i	i	i	i	i	-5.6	i
